DAX1 inh-1: blocks DAX1 repression of SF-1 activated StAR promoter. HEK293T StAR-luciferase reporter, SF-1/DAX-1 repression relief. inhibition, % at 6.8 µM. 1.1% of 370,000 active. AID 652010;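 active = inhibition above the mean over all tested compounds plus 3 SD, cut at about 3.6% in these data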;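 note: 0% = DAX-1 cells with DMSO and 100% = cells lacking DAX-1 with DMSO; higher inhibition means more luminescence from relief of DAX-1 repression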
PLC-gamma1 inh: PLC-gamma1 (human) inhibition, primary screen | purified PLC-gamma1, fluorogenic substrate, fluorescence | 0.84% of 370,000 active | inhibition, % at 12.2 µM | AID 720700; in the data active = inhibition above about 9.5%
Target sequence (P19174 whole entry, looked up): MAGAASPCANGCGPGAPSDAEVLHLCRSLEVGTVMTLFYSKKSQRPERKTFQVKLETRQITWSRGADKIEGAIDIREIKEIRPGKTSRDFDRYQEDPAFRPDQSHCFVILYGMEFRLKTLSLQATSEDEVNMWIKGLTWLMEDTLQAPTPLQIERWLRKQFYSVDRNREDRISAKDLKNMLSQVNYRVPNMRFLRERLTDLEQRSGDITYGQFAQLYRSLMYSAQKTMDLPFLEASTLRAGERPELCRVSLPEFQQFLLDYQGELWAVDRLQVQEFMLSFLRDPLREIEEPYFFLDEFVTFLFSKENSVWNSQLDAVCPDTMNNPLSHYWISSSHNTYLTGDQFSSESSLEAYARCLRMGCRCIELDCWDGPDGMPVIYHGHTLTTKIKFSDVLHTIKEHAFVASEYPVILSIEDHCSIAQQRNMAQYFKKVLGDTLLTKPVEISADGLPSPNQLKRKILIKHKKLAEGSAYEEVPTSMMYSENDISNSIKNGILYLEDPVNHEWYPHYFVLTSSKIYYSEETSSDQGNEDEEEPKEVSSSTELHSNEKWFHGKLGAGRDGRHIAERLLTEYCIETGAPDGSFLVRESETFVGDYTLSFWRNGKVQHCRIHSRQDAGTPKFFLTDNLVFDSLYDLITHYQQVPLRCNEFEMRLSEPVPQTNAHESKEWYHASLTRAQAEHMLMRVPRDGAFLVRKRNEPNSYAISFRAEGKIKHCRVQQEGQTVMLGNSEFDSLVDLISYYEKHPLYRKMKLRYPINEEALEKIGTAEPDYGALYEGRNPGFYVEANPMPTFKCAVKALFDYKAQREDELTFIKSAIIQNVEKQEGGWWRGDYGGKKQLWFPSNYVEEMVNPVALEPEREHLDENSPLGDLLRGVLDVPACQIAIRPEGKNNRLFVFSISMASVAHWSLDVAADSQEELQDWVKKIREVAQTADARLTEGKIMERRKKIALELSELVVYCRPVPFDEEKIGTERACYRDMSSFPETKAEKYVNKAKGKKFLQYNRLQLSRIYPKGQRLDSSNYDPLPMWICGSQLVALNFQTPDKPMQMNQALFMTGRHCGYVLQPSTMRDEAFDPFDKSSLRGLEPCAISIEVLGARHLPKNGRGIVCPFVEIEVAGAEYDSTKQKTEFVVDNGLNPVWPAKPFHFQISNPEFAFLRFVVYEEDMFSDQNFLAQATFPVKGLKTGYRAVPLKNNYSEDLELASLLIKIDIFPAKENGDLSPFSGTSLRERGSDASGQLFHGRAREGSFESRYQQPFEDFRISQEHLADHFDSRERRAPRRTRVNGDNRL
hgDAF12 agonist: hgDAF-12 agonism, primary luciferase screen | HEK293 GAL4-hgDAF12 UAS-luciferase reporter, agonist luminescence; normalized to butyrate control | activation, % at 6.8 µM | 1.8% of 370,000 active | AID 687014;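 active = activation above a cutoff set at the mean of all screened compounds plus 3 SD, cut at about 10% in these data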;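 note: 0% = DMSO wells and 100% = sodium butyrate wells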
ssDAF-12 act: activates DAF-12 receptor from parasite S. stercoralis; HEK293 ssDAF-12/GRIP1 lit1-tk-luc reporter, luminescence; % of 3 µM dafachronic acid response; 1% of 370,000 active; activation, % at 6.8 µM; AID 652126;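 active = activation above the mean over all tested compounds plus 3 SD, cut at about 0.9% in these data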;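 note: 0% = DMSO-only wells and 100% = 3 µM delta7-dafachronic acid wells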
MBD2 DNA inh: inhibitors of human MBD2 binding to methylated oligonucleotide. AID 686964. inhibition, % at 4.4 µM. 0.31% of 370,000 active. Q9UBB5. TR-FRET; in the data active = inhibition above about 13%
Rev-erbA mod: Rev-erb alpha (human) modulation; P20393; Rev-erbα–FITC-DNA binding, fluorescence polarization, 90 min; activity, % at 10 µM; 0.79% of 370,000 active; AID 1259318;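 active = activity above about 14%, limit read from the data; passing the limit was not always enough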;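 note: 0% = DMSO wells with 35 nM protein and 100% = DMSO wells with 750 nM protein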
PLC-beta3 inh: inhibitors of human phospholipase C beta3 | Q01970 | 0.18% of 370,000 active | inhibition, % at 12.2 µM | Purified PLC-beta3, fluorogenic substrate, fluorescence; in the data active = inhibition above about 11%;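 note: 0% = median of compound wells on plate and 100% = full blocker control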
SMARCA2 activ: activators of SMARCA2 function; activation, % at 9.1 µM; 1% of 370,000 active; MG213 cells, MMTV-luciferase reporter, dexamethasone, overnight; AID 652017; in the data active = activation above about 7.8%;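 note: 0% = vehicle wells and 100% = reference activator wells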
ADAM17 inh: inhibitors of human ADAM17. recombinant ADAM17, EDANS/DABCYL FRET peptide cleavage. P78536. 0.83% of 370,000 active. AID 720648. inhibition, % at 6.95 µM;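 active = inhibition above the mean of compounds lying between control limits plus 3 SD, set per campaign, cut at about 8.5% in these data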;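 note: 0% = DMSO-only wells as the low control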
hcDAF12 agonist: activates DAF-12 receptor from parasite H. contortus; HEK293 hcDAF-12 lit1-tk-luc reporter, luminescence; 0% DMSO, 100% Δ7-dafachronic acid; activation, % at 6.8 µM; 1.4% of 370,000 active; AID 652067;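 active = activation above the mean of all tested compounds plus 3 SD, cut at about 5.5% in these data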;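 note: 100% = response to 3 µM Δ7-dafachronic acid high control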
DAX1 inh-2: inhibits human nuclear receptor DAX1; P51843; HEK293 Gal4-DAX1 luciferase reporter, luminescence; inhibition, % at 6.75 µM; 0.99% of 340,000 active; AID 504766;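 active = inhibition above the mean over all tested compounds plus 3 SD, cut at about 4.2% in these data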;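 note: 0% = DAX1-transfected cells with DMSO and 100% = empty-vector control cells with DMSO; inhibition shows as a rise in luminescence from relieved DAX1 repression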
Starred values were filed as active, the others as inactive; nt = not tested or not shown.

Order of values: DAX1 inh-1	PLC-gamma1 inh	hgDAF12 agonist	ssDAF-12 act	MBD2 DNA inh	Rev-erbA mod	PLC-beta3 inh	SMARCA2 activ	ADAM17 inh	hcDAF12 agonist	DAX1 inh-2
O=C(CSCc1cccc(Br)c1)N/N=C/c1ccc2c(c1)OCO2
 : -0.3	1	0.0	-1.5	3	-1	1	-3	0	-2.1	0.2
O=C(O)c1cc(-c2ccccc2Cl)n[nH]1
 : 0.4	5	0.9	-1.3	2	1	0	-3	5	-1.6	-0.7
Cc1cc(N/C(=N/S(=O)(=O)c2ccc(F)cc2)c2ccccc2)n(-c2ccccc2)n1
 : -0.3	-4	1.7	-1.7	3	0	-17	-3	3	-1.3	0.6
COc1ccc(CCC(C)Nc2cccc(F)c2)cc1 (stereo not given)
 : -0.6	-3	4.5	-0.9	-3	5	-3	-3	-1	-1.6	1.3
CNC(=S)NN(C)c1nc(C)cc(C)n1
 : 0.2	3	0.3	-1.2	-6	1	5	1	4	0.8	0.5
O=C(O)C1Cc2ccccc2CN1S(=O)(=O)c1ccccc1 (stereo not given)
 : 0.3	-2	2.8	-0.5	4	4	-9	-5	-2	-0.2	-0.2
Cc1ccc(S(=O)(=O)N2CCN(C(=O)CN3CCCC3)C2)cc1
 : -0.5	1	-2.9	-0.2	-3	2	0	3	-2	-0.3	1.2
CCc1ccc([C@H]2[C@@H]3C(=O)C[C@@H]4C(=O)N(Cc5ccccc5)C(=O)[C@@H]4[C@@H]3CN2S(=O)(=O)c2ccc(C)cc2)cc1
 : 0.5	0	-1.5	-0.8	5	-1	1	-5	4	-1.9	nt
Cc1ccc(CNC(=O)C2CCCCC2C(=O)O)cc1 (stereo not given)
 : -0.2	5	0.6	-0.5	1	-2	7	0	-1	0.1	2.2
Cc1ncn2cc(-c3ccc(Cl)cc3Cl)[nH]c(=O)c12
 : -0.3	-7	4.5	-0.9	1	-2	-7	5	-4	-2.5	0.2
O=C(c1ccc(CS(=O)(=O)c2ccc(Br)cc2)o1)N1CCN(C2CCCCC2)CC1
 : 0.6	-3	1.7	-1.7	1	8	0	-1	-3	-0.6	2.9
CCN(CC(=O)Nc1ccc(S(=O)(=O)N2CCCCC2)cc1)Cc1ccccc1
 : -1.1	0	-1.9	-1.1	1	7	-6	-2	1	-2.5	0.1
COc1cc(OC)c(OC)cc1/C=C1\CCC(C2CCCC2)C1=O (stereo not given)
 : -0.9	-94	1.1	-1.7	0	-6	-152	-3	-1	-2.5	-0.3
O=C(O)c1ccc(-n2c(/C=C/c3cccc([N+](=O)[O-])c3)nc3ccccc3c2=O)cc1
 : -0.2	-5	1.9	0.5	0	8	-4	0	-3	2.5	0.7
O=C(Cc1ccccn1)c1ccc(Cl)cc1
 : 0.2	-2	-1.4	-0.7	-2	-5	0	0	0	-1.3	0.2
Cc1cccc(C)c1-n1nnnc1C1(C)CCC(=O)N1Cc1ccco1 (stereo not given)
 : 1.1	2	-0.1	-0.5	-4	0	2	-3	-2	-1.1	nt
CCOc1ccc(C(NC(=O)/C=C/c2ccco2)c2ccc(OC)c(OC)c2)cc1 (stereo not given)
 : -0.7	-1	-0.6	-1.6	5	-7	3	-3	4	-2.3	-0.8
O=C(COC(=O)c1ccccc1C(=O)OCC(=O)NCCc1c[nH]c2ccccc12)NCCc1c[nH]c2ccccc12
 : -1.2	9.9*	-0.1	-1.7	-6	9	5	3	9.1*	-2.3	-1.6
C=CCn1c(O)c(N=NC(=S)Nc2ccc(OC)c(Cl)c2)c2ccccc21
 : 0.2	3	-0.5	-0.8	-1	8	4	-3	1	1.9	-2.2
CCC(CO)NCc1ccc(OC2CCCC2)cc1 (stereo not given)
 : 0.9	0	4.4	-1.4	5	-1	-2	-2	-1	0.5	1.1
O=C(c1ccsc1)N1CCCC(N2CCN(c3ccccc3F)CC2)C1 (stereo not given)
 : 0.7	1	-0.6	-1.0	1	-3	-3	-1	-6	-1.1	0.4
CCOC(=O)CSc1nc(C2CC2)cc(-c2ccc(Cl)cc2)c1C#N
 : 0.0	-1	-2.7	-1.5	-1	-2	-2	-4	-4	-1.8	-0.9
COc1ccc(C)cc1S(=O)(=O)Nc1cccnc1
 : -0.7	2	1.9	-1.2	2	0	2	-1	0	0.2	-0.1
COCCCNC(CC(=O)Nc1ccc(OC)cc1OC)C(=O)O (stereo not given)
 : 0.9	-1	3.7	-1.1	0	8	-1	-2	-3	0.2	-0.2
CC(C)CC(OC(=O)CC1Sc2ccccc2NC1=O)C(=O)NC1CCCC1 (stereo not given)
 : -0.2	0	0.9	-0.9	4	-5	-6	-2	-3	-2.6	-1.4
COc1ccccc1-c1cc(NC(C)=O)c2ncc(-c3cccc(C(C)=O)c3)n2c1
 : -0.2	-6	1.2	-0.5	-7	-5	-11	-4	-2	-1.7	nt
O=C(O)c1ccccc1N1C(=O)C2C3c4ccccc4C(Br)(c4ccccc43)C2C1=O (stereo not given)
 : 0.2	18*	-2.7	-1.8	-3	8	-4	-3	-1	-0.1	-0.8
CCOc1ccc(S(=O)(=O)N2CCC(C(=O)Nc3cccc(NC(C)=O)c3)CC2)cc1
 : 0.6	-2	-1.9	-0.9	13	1	-8	-3	-5	-0.7	1.4
Cc1cc(=O)[nH]c2c(C)cc(S(=O)(=O)N3CCOCC3)cc12
 : 0.1	1	0.4	-1.1	6	-7	-8	-2	-4	-0.4	0.6
Cc1cccc(NC(=O)CN2C(=O)COc3ccc(Cl)cc32)c1C
 : -1.2	0	-1.4	-1.4	1	5	-1	-3	-1	-1.6	0.2
CC1CCCC(NC(=O)c2cc(S(=O)(=O)N3CCOCC3)ccc2F)C1C (stereo not given)
 : -0.2	-1	-1.1	-0.6	3	1	-4	-3	-1	-1.3	-0.2
Cc1nn(-c2ccccc2)c(C)c1S(=O)(=O)O
 : 0.0	0	1.3	-1.1	-1	5	5	-4	0	1.2	0.3
Nc1nc(NCc2ccco2)nc(Nc2ccccc2)c1[N+](=O)[O-]
 : 0.0	6	-2.9	-2.2	3	-1	0	3	1	-1.2	2.1
COC(=O)c1ccc(C(=O)OC)c(NS(C)(=O)=O)c1
 : -0.3	-29	-0.4	-1.7	1	-2	-45	0	-15	-0.9	0.6
O=c1cc(N2CCN(c3ccccc3)CC2)[nH]c(=O)n1C1CCCCC1
 : 0.0	4	3.9	-1.5	0	-5	-1	0	2	-0.1	1.0
COc1ccc(C(=O)Nc2nnc(-c3cccs3)s2)cc1
 : 2.2	-1	9.5	1.3*	-4	2	0	5	-46	6.8*	1.5
O=C(Cn1cccc1C(=O)c1ccccc1)NCc1cccc(Cl)c1
 : 0.5	2	2.3	-2.0	-1	5	-3	3	-2	-0.6	-0.1
Cc1ccc(OC(F)F)c(NC(=O)Nc2ccc3c(c2)OCO3)c1
 : -0.4	-3	6.0	-0.8	-2	-2	-7	-2	3	-0.4	0.1
COc1ccc(N(CC(=O)NCc2ccco2)S(=O)(=O)c2ccc(OC)c(OC)c2)cc1
 : -0.5	-2	-0.7	-1.1	1	-4	-2	-2	-1	0.6	-0.1
N#Cc1cccc(NS(=O)(=O)c2ccc(S(=O)(=O)N3CCOCC3)cc2)c1
 : -1.5	-1	1.8	-1.4	9	-5	-8	-4	-8	-1.6	0.4
Cc1ccccc1NS(=O)(=O)c1ccc(C2CNC(=O)C2)cc1 (stereo not given)
 : -0.9	6	2.6	-1.3	2	-4	6	3	0	0.2	1.1
COc1ccc(C2C(C(=O)N3CCN(C=O)CC3)CC(=O)N2c2ccc(OC)cc2)cc1 (stereo not given)
 : 0.2	-2	-0.8	-1.1	-3	4	1	-4	-2	0.1	nt
COc1ccc(NC(C)=O)cc1C
 : -0.3	2	-0.2	-0.2	-3	3	3	0	2	-0.5	-1.1
CCC(CC)N=C1NS(=O)(=O)c2cc([N+](=O)[O-])ccc21
 : 0.0	3	-2.8	-1.3	2	-6	2	0	0	-0.8	-0.2
COc1cccc(/C=N/NC(=O)c2nc(-c3ccccc3)cc(-c3ccccc3)n2)c1
 : 0.3	-3	-2.9	-1.2	-6	0	-1	0	-2	0.0	1.5
O=C(N/C(=C/c1ccco1)C(=O)N1CCOCC1)c1ccccc1Br
 : -0.6	-13	-0.1	-1.1	3	-2	-27	-4	-4	1.6	-0.4
O=C(COC(=O)[C@H](Cc1ccccc1)NC(=O)c1cccs1)Nc1ccccc1C(F)(F)F
 : -0.6	5	-0.7	0.0	-1	1	5	1	5	-0.3	-0.1
CCOC(=O)c1cnc2c(c(C3CC3)nn2C)c1N1CCOCC1
 : -0.2	-2	1.2	-1.3	2	-4	-6	-1	-2	-1.0	nt

Quoted from above (12 entries):
Order of values: DAX1 inh-1	PLC-gamma1 inh	hgDAF12 agonist	ssDAF-12 act	MBD2 DNA inh	Rev-erbA mod	PLC-beta3 inh	SMARCA2 activ	ADAM17 inh	hcDAF12 agonist	DAX1 inh-2
O=C(Cn1cccc1C(=O)c1ccccc1)NCc1cccc(Cl)c1
 : 0.5	2	2.3	-2.0	-1	5	-3	3	-2	-0.6	-0.1
Cc1ccc(OC(F)F)c(NC(=O)Nc2ccc3c(c2)OCO3)c1
 : -0.4	-3	6.0	-0.8	-2	-2	-7	-2	3	-0.4	0.1
COc1ccc(N(CC(=O)NCc2ccco2)S(=O)(=O)c2ccc(OC)c(OC)c2)cc1
 : -0.5	-2	-0.7	-1.1	1	-4	-2	-2	-1	0.6	-0.1
N#Cc1cccc(NS(=O)(=O)c2ccc(S(=O)(=O)N3CCOCC3)cc2)c1
 : -1.5	-1	1.8	-1.4	9	-5	-8	-4	-8	-1.6	0.4
Cc1ccccc1NS(=O)(=O)c1ccc(C2CNC(=O)C2)cc1 (stereo not given)
 : -0.9	6	2.6	-1.3	2	-4	6	3	0	0.2	1.1
COc1ccc(C2C(C(=O)N3CCN(C=O)CC3)CC(=O)N2c2ccc(OC)cc2)cc1 (stereo not given)
 : 0.2	-2	-0.8	-1.1	-3	4	1	-4	-2	0.1	nt
COc1ccc(NC(C)=O)cc1C
 : -0.3	2	-0.2	-0.2	-3	3	3	0	2	-0.5	-1.1
CCC(CC)N=C1NS(=O)(=O)c2cc([N+](=O)[O-])ccc21
 : 0.0	3	-2.8	-1.3	2	-6	2	0	0	-0.8	-0.2
COc1cccc(/C=N/NC(=O)c2nc(-c3ccccc3)cc(-c3ccccc3)n2)c1
 : 0.3	-3	-2.9	-1.2	-6	0	-1	0	-2	0.0	1.5
O=C(N/C(=C/c1ccco1)C(=O)N1CCOCC1)c1ccccc1Br
 : -0.6	-13	-0.1	-1.1	3	-2	-27	-4	-4	1.6	-0.4
O=C(COC(=O)[C@H](Cc1ccccc1)NC(=O)c1cccs1)Nc1ccccc1C(F)(F)F
 : -0.6	5	-0.7	0.0	-1	1	5	1	5	-0.3	-0.1
CCOC(=O)c1cnc2c(c(C3CC3)nn2C)c1N1CCOCC1
 : -0.2	-2	1.2	-1.3	2	-4	-6	-1	-2	-1.0	nt

Compound activity from PubChem BioAssay.
